# Screens (PubChem BioAssay)
# Lipid storage S3 – qHTS Assay for Lipid Storage Modulators in Drosophila S3 Cells. AID 2685. Drosophila S3 cells, BODIPY lipid droplet fluorescence, 18-24 h; cells fed with added oleic acid. 0.64% of 320,000 active. Potency in µM for hits, for the others lipid storage change, negative = inhibition, % at the top dose, mostly 46.1 µM; active = well fitted inhibition curve with a large enough effect in the signal ratio, with a control signal flat, not every such curve was filed as active; inconclusive = small, poorly fitted or top-dose-only effect, or effect the other way, or a change in a side signal; the % refers to the signal ratio
#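 Drosophila S3 cells got compounds at several concentrations plus oleic acid (400 uM solution). Laser-scanning cytometry with 488 nm excitation read lipid droplets at 500-530 nm and cells at 575-640 nm. Percent activity was relative to 20 uM Triacsin C.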
# Lipid storage S3 cell count max – recorded beside Lipid storage S3, whose call it bears; cell number change, %; measured here: cell count max response;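 cells counted by Cell Tracker Red CMTPX staining in the red channel; peak over a dose series mostly up to 46.1 µM; percent activity relative to internal control wells on each plate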
# * hit, by the source's call; i = inactive; u = inconclusive; x = no result given. % is set by controls: 0 for no effect and ±100 for the full control effect; potency is the fitted concentration of half-maximal effect. The list is partial, so the mix of outcomes need not match the whole.
SMILES,Lipid storage S3,Lipid storage S3 cell count max
CN(C)S(=O)(=O)N(CCN1CCOCC1)Cc1ccccc1F,9.2µM*,6.6*
Cc1ccc(N/N=C2\CCS(=O)(=O)c3sccc32)cc1,u,x
COc1ccc(C2C(C(C)=O)=C(O)C(=O)N2CCO)c(OC)c1 (stereo not given),1%,2
COc1cc(CNC2CCCCCC2)cc(OC)c1OC,-5%,0
CN(C)CCCNS(=O)(=O)c1cc(Cl)ccc1Cl,u,x
O=C(NCCCN1CCCC1)C1CCN(C(=O)c2cc3sccc3n2Cc2ccc(F)cc2)CC1,u,x
CCNC(=O)NCCNC(=O)c1cc(OCC(F)(F)F)ccc1OCC(F)(F)F,19%,-1
COc1ccccc1N1C(=O)C2C3C=CC(C3)C2C1=O (stereo not given),-5%,x
COc1ccccc1/C=C1\SC(=S)N(CC(=O)Nc2nnc(C)s2)C1=O,u,x
Cc1ccc(S(=O)(=O)/N=C(/NC(=S)Nc2c(C)n(C)n(-c3ccccc3)c2=O)c2ccccc2)cc1,7%,23
COc1cc(NC(=O)c2cc(Br)cc(C)c2OC)ccc1NC(=O)C(C)C,u,x
Cc1ccnc2nc(C(=O)NCc3ccccc3)nn12,u,x
CCCOc1ccccc1N/C(N)=N/c1nc(C)cc(C)n1,u,x
Cc1cc(C)nc(NNS(=O)(=O)c2ccc(F)c(Cl)c2)n1,u,x
COc1ccc(OC)c(CC(=O)N2CCc3cc(OC)c(OC)cc3C2)c1,-2%,-12
Cc1cc(NS(=O)(=O)c2ccc(NC(=O)CN3C(=O)c4ccccc4C3=O)cc2)nc(C)n1,i,x
Cc1cccc(CCNC(=O)C2CCN(S(=O)(=O)c3c(C)noc3C)CC2)c1,u,x
Cc1cccc(/C(N)=N/OC(=O)N2c3ccccc3Sc3ccccc32)c1,9%,-23
CCCc1ccccc1OCCNS(=O)(=O)c1cc2c(cc1C)OCC(=O)N2,i,8
O=[N+]([O-])c1ccc(Cl)c(/C=N/N2CCN(c3ccccc3)CC2)c1,u,x
Cc1ccccc1CSc1nn2c(=O)c(C)nnc2s1,-6%,-17
COCCNC(=O)C(c1ccc(O)cc1)N(C(=O)CCC(=O)Nc1nccs1)c1cccc(C)c1 (stereo not given),21%,-3
Cc1ccc(/C=N/NC(=O)c2nnn(-c3nonc3N)c2CN(C)c2ccccc2)s1,i,x
CCC(C)(C)NC(=O)CN(C(=O)CCC(=O)Nc1cc(C)ccn1)c1ccc2c(c1)OCO2,i,26
O=C1c2c(Br)c(Br)c(Br)c(Br)c2C(=O)N1c1ccccn1,u,x
O=C(CN1CCN(c2ccc(O)cc2)CC1)NC(=O)NCc1ccco1,3%,-1
CCCn1c(=O)c(C(=O)NCc2ccccn2)c(O)c2ccccc21,u,x
Cc1ccc(C(=O)CSc2nc3cc(S(=O)(=O)N4CCOCC4)ccc3o2)cc1,u,x
COC(=O)C1=CN(Cc2ccc(OC)cc2)C=C(C(=O)OC)C1c1cccs1,1%,1
COc1ccc(C(=O)O/N=C(\N)c2ccccn2)cc1,-3%,-8
CC(=O)N1CCN(c2ccc(NC(=S)NC(=O)/C=C/c3ccccc3)cc2)CC1,-2%,-2
Cc1cccc(NC(=O)c2ccc3nsnc3c2)c1C,17%,-1
N#CCCn1cc(CNC2CCC(O)CC2)c2ccccc21 (stereo not given),i,x
C=CCn1c(O)c2ccc(C(=O)N=NC(=O)c3ccc(F)cc3)cc2c1O,u,x
Cc1nnc(NC(=O)c2ccncc2)s1,-45%,-13
O=[N+]([O-])c1cccc(-c2n[nH]c(=S)n2-c2ccccc2)c1,u,x
CN1CCN(c2ccc(Nc3ccnc4cc(Cl)ccc34)cc2)CC1,i,-10
CCOc1ccccc1-n1c(N)c(C(N)=O)sc1=S,u,x
O=C(Cc1ccc(Cl)cc1)NCc1ccccc1Cl,2%,4
Cc1nc2cc(Cl)c(Cl)cc2n1CCCO,6%,21
COc1cc(/C=N/Nc2nn3cnnc3c3ccccc23)cc(OC)c1OC,18%,-6
CCc1ccc(-c2ccc(C(=O)O)cc2)nc1,u,x
CCC(C)(C)C1CCC2(CC1)NC(=O)N(CC(=O)N1CCN(S(=O)(=O)c3cc(C)ccc3C)CC1)C2=O (stereo not given),-8%,-9
COc1cc(O)c(C(CC(=O)N2CCOCC2)c2ccc(N(C)C)cc2)c(OC)c1 (stereo not given),u,x
Cc1ccc2nc(SCC(=O)N3CCCCC3)nc(=O)n2c1,u,x

# Shown with two lines to a compound: part of the list above.
# Sequence of screens: Lipid storage S3, Lipid storage S3 cell count max
- CCOc1ccccc1-n1c(N)c(C(N)=O)sc1=S
    u, x
- O=C(Cc1ccc(Cl)cc1)NCc1ccccc1Cl
    2%, 4

# (listing goes on)
SMILES,Lipid storage S3,Lipid storage S3 cell count max
Cc1ccc(-c2ccc(/C=N/N=C3/NC(=O)C(CC(=O)O)S3)o2)c([N+](=O)[O-])c1 (stereo not given),u,x
COc1ccc(C2CC(=O)C(C=NCCN3CCN(C(C)=O)CC3)=C(O)C2)cc1 (stereo not given),u,x
CCOc1ccccc1N(CC(=O)NCC1CCCO1)C(=O)CCC(=O)Nc1ccccn1 (stereo not given),u,x
COc1ccc(Cn2nnnc2C(c2ccncc2)N2CCOCC2)cc1 (stereo not given),u,x
Cc1ccccc1Nc1nc(N)nc(CN2C(=O)NC3(CCCCC3C)C2=O)n1 (stereo not given),6%,8
Cc1ccc(F)c(NC(=S)Nc2cccc3ccccc23)c1,u,x
CN(CC(=O)Nc1ccc(N2CCOCC2)cc1)C(=O)CC(c1ccccc1)c1ccccc1,2%,15
Cc1cccc(C)c1NC(=O)COC(=O)C1C2CC3OC(=O)C1C3C2 (stereo not given),u,x
N=c1ccn2c(n1)O[C@H]1[C@@H](CO)[C@H](O)O[C@H]12,i,x
Cc1ccccc1Cn1cc(C)c(=O)[nH]c1=O,i,8
Cc1cccc(N2CCN(C(=O)Cn3cnc4c3c(=O)n(C)c(=O)n4C)CC2)c1C,7%,11
O=C(Cc1ccccc1)c1nnc(-c2ccccc2)o1,u,x
O=c1nc2ccccc2c(NS(=O)(=O)c2ccccc2)n1-c1ccccc1,u,x
O=C1[C@@H]2C(Cc3ccc(O)cc3)NC3(C(=O)Nc4ccc(F)cc43)[C@@H]2C(=O)N1c1ccc(F)cc1 (stereo not given in full),u,x
Nc1cc(Cl)ccc1C(=O)OCC(=O)N1CCCC1,u,x

# Entries above that contain a thiophene ring, fused or not:
SMILES,Lipid storage S3,Lipid storage S3 cell count max
Cc1ccc(N/N=C2\CCS(=O)(=O)c3sccc32)cc1,u,x
O=C(NCCCN1CCCC1)C1CCN(C(=O)c2cc3sccc3n2Cc2ccc(F)cc2)CC1,u,x
Cc1ccc(/C=N/NC(=O)c2nnn(-c3nonc3N)c2CN(C)c2ccccc2)s1,i,x
COC(=O)C1=CN(Cc2ccc(OC)cc2)C=C(C(=O)OC)C1c1cccs1,1%,1

# The results go on.
SMILES,Lipid storage S3,Lipid storage S3 cell count max
CCN(C(=O)CSc1nncn1-c1ccccc1)c1c(N)n(Cc2ccccc2)c(=O)[nH]c1=O,u,x
COC(=O)[C@H](CCSC)NC(=O)Nc1cc(C)ccc1C,i,x
O=C(c1cccc(F)c1)N1CCN(c2cccc(C(F)(F)F)c2)CC1,u,x
O=C(NCCc1ccc(Cl)cc1)c1ccc(S(=O)(=O)N2CCCC2)cc1,u,x
CCOc1ccc(NC(=O)CN2C(=O)C(C)SC(C)C2=O)cc1 (stereo not given),2%,5
COc1ccc(NC(=O)COC(=O)C2C3CC4OC(=O)C2C4C3)cc1 (stereo not given),u,x
Cc1cc2c(cc1S(=O)(=O)CCC(=O)N1CC(C)CC(C)C1)OCC(=O)N2 (stereo not given),-19%,2
COc1cc(F)cc(-c2ccc3c(c2)c(-c2cccs2)c(-c2cc(OC)cc(OC)c2)n3C)c1,10%,-25
COc1ccc(C(CC(=O)N2CCCC(C)C2)c2c(O)cc(OC)cc2OC)cc1 (stereo not given),u,x
Nc1cccc(C(=O)OCC(=O)c2ccccc2)c1,u,x
Cc1ccc(Br)cc1S(=O)(=O)Nc1cccnc1,i,x
O=C(NCCSc1ccccc1)c1ccccc1Cl,u,x
CC(C)(C)NC(=O)C(c1cccs1)N(Cc1ccco1)C(=O)c1csnn1 (stereo not given),u,x
O=C(Nc1cc(=O)[nH]c2nc(-c3ccccc3)nn12)c1ccccc1Cl,u,x
C(/C=C/c1ccccc1)=N/N1CCN(c2ccccc2)CC1,i,x
c1ccn2c(CNc3ncnc4sccc34)nnc2c1,u,x
CCOC(=O)N1CCC(NC(=O)C2CCN(c3nc(-c4ccc(OC)cc4)no3)CC2)CC1,1%,0
N=C1C(c2nc3ccccc3s2)=C(O)CN1Cc1ccco1,u,x
CC(Sc1nnc(C2CC2)n1C1CC1)C(=O)Nc1ccccc1C#N (stereo not given),u,x
O=C(NCCc1ccccc1)C(=O)NCC1CCCN1S(=O)(=O)c1cccs1 (stereo not given),u,x
Cc1ccccc1OCc1nnc(SCC(=O)NCc2ccco2)n1C,-21%,6
COc1cccc(CN2CCC(n3nccc3NC(=O)C3CC3)CC2)c1,u,x
COC(=O)[C@H](C(C)C)n1c(C)c(C(C)=O)c(C(C)=O)c1C,u,x
O=C(NC1CC1)c1ccc(CS(=O)c2ccccc2)o1 (stereo not given),u,x
CSc1ccccc1NC(=O)Nc1ccc(Cl)cc1,u,x
CCN(CC(=O)NCc1cccs1)C(=O)/C=C/c1ccc(Cl)c(Cl)c1,19%,6
COc1cc2c(cc1OC)CN(C(=O)CCNS(=O)(=O)c1ccc(Br)cc1)CC2,u,x
COc1cccc(C(=O)Nc2nnc(SCC(=O)NC3CC3)s2)c1,i,1
CC(/C=N/n1c(COc2ccccc2)n[nH]c1=S)=C\c1ccccc1,u,x
COc1ccc(CN(C)C(=O)c2cccc(NS(=O)(=O)c3ccccc3)c2)c(OC)c1,u,x
C=C(C)Cn1c(NCCOC)nc2c1c(=O)[nH]c(=O)n2C,1%,2
COc1ccc(C2(C(=O)Nc3nncs3)CCCC2)cc1,u,x
O=c1ccc2cc(S(=O)(=O)Nc3ccc(Br)cc3)ccc2o1,-1%,1
CC(=O)c1ccc(OCC(O)CN2CCN(S(=O)(=O)c3c(C)cc(C)cc3C)CC2)cc1 (stereo not given),8%,1
COCCN(C(=S)Nc1cc(C)cc(C)c1)C(C)c1ccco1 (stereo not given),-1%,-16
COC(=O)C1CCN(c2cc(=O)n(Cc3ccc(F)cc3)c(=O)[nH]2)CC1,10%,10
COc1cc(/C=N/NC(=O)c2cccnc2)ccc1OS(=O)(=O)c1ccc(C)cc1,u,x
O=C(CSc1nc2c(sc3ccccc32)c(=O)n1-c1ccccc1)NCc1ccco1,26%,x
COc1cccc(-c2sc3ccc(OC)cc3c2C#CC(C)(C)O)c1,11%,6
CN(C)S(=O)(=O)c1cc(NC(=O)c2cc(=O)[nH]c3ccccc23)ccc1Cl,u,x
Cc1cc(C)n(CC(=O)c2ccc(Cl)cc2)n1,u,x
O=C(NCCCN1CCOCC1)c1ccc(CSCc2cccc(Cl)c2)o1,2%,3
Cc1ccc(-c2nc(S(=O)(=O)c3ccc(C)cc3)c(SCC(N)=O)o2)cc1,i,8
CC(=O)N1c2ccc(S(=O)(=O)N3CCCCC3)cc2CC1C(=O)NCc1ccccc1C (stereo not given),u,x
O=c1[nH]c(CN2CCCCC2)nc2ccccc12,u,x

# A few values from the entries so far:
# Cc1ccc(-c2nc(S(=O)(=O)c3ccc(C)cc3)c(SCC(N)=O)o2)cc1 in Lipid storage S3 cell count max shows 8
# O=c1ccc2cc(S(=O)(=O)Nc3ccc(Br)cc3)ccc2o1 in Lipid storage S3 cell count max shows 1
# COC(=O)C1CCN(c2cc(=O)n(Cc3ccc(F)cc3)c(=O)[nH]2)CC1 in Lipid storage S3 shows 10%
# O=C(NCCCN1CCOCC1)c1ccc(CSCc2cccc(Cl)c2)o1 in Lipid storage S3 cell count max shows 3

# (continued)
SMILES,Lipid storage S3,Lipid storage S3 cell count max
C/C(CC(=O)NC1CCCCC1)=N\NC(=O)Cc1ccc(-c2ccccc2)cc1,-3%,-8
Cc1cc(C)c(NC(=O)CS(=O)CC(=O)Nc2cccnc2)c(C)c1 (stereo not given),u,x
O=C(CCC1CC(=O)Nc2ccccc21)NCc1cccnc1 (stereo not given),9%,-14
OCCN1CCOCCOCCN(CCO)CCN(CCO)CC1,-7%,-8
O=C(O)CSc1nnc(C2CC2)n1-c1ccccc1,u,x
O=[N+]([O-])c1ccc(N2CCN(CCO)CC2)cc1NCc1ccco1,7%,-4
CCCOc1c(Br)cc(C(=O)NCC)cc1OC,i,-27
O=C(Nc1cccc(-c2csc(Nc3ccccc3)n2)c1)c1ccccc1,-9%,x
CCCCN(CC)CCNC(=O)c1cc2c(=O)n(C)c3ccccc3c2n1C,u,x
Cc1ccccc1NC(=S)Nc1ccc2[nH]c(=O)[nH]c2c1,12%,8
CCCC1(CCC)NC(=O)N(CC(=O)Nc2ccccc2OC)C1=O,u,x
Nc1ccc2nc[nH]c2c1,u,x
c1ccc2c(c1)nc(N1CCOCC1)c1nnnn12,i,13
O=C(NC1CCCCC1)C(c1ccncc1)N(C(=O)c1csnn1)c1ccccc1 (stereo not given),u,x
Cc1ccc(CNC(=O)c2cc3c(=O)n4ccccc4nc3n(Cc3ccco3)c2=N)cc1,u,x
O=C(NCc1ccc(F)cc1)c1ccncc1,2%,1

# Single records, as listed above.
# COCCNC(=O)C(c1ccc(O)cc1)N(C(=O)CCC(=O)Nc1nccs1)c1cccc(C)c1 (stereo not given) across the screens: Lipid storage S3 = 21%; Lipid storage S3 cell count max = -3
# CCC(C)(C)C1CCC2(CC1)NC(=O)N(CC(=O)N1CCN(S(=O)(=O)c3cc(C)ccc3C)CC1)C2=O (stereo not given) across the screens: Lipid storage S3 = -8%; Lipid storage S3 cell count max = -9
